Compound activity (PubChem)
RNase H inhibition – RNase H inhibition, HIV 1 Gag Pol polyprotein, FRET biochemical assay, screening (AID 372) | HIV-1 RT RNase H, FRET RNA/DNA substrate fluorescence; higher % means a stronger effect | one-dose inhibition, % at 10 µM; IC50 in µM for titrated hits | 100,000 compounds, 0.77% hits; in the data active = inhibition above about 50%
Numbers without * were called inactive. Not all compounds are listed (hit frequency here may not be typical).

SMILES	RNase H inhibition
Cc1cccc(OCC(=O)Nc2cccc(-c3nc4cc(C)ccc4o3)c2)c1	19%
Cc1cc2nc(-c3cccc(NC(=O)Cc4ccccc4)c3)oc2cc1C	2%
COc1ccc(Cc2cnc(NC(=O)c3cccc([N+](=O)[O-])c3)s2)cc1	7%
O=C(CCc1ccc(Oc2cc([N+](=O)[O-])cc([N+](=O)[O-])c2)cc1)N1CCN(c2ccccc2)CC1	3%
CC1=C(C(=O)Nc2ccccc2)C(c2ccc(Br)cc2)NC(=O)N1 (stereo not drawn)	0%
CCN1C(=O)/C(=C\c2ccc(OCc3ccccc3C)c(OC)c2)SC1=S	37%
O=[N+]([O-])c1ccc(N2CCN(Cc3ccc(-c4ccccc4)cc3)CC2)cc1	2%
O=C(c1ccco1)N1CCN(CC(=O)N2CCn3c4c(c5cc(C6CCCCC6)ccc53)CCCC42)CC1 (stereo not drawn)	5%
O=C(NC(=S)Nc1ccc(N2CCOCC2)c(Cl)c1)c1cc2ccccc2o1	18%
COc1cc(C=C2C(=O)NC(=S)NC2=O)ccc1OS(=O)(=O)c1ccccc1	0%
CC1=C(C(=O)OCC2CCCO2)C(c2ccccc2)C2=C(CCCC2=O)N1 (stereo not drawn)	9%
O=C(Nc1nc(-c2ccco2)cs1)c1ccccc1	21%
S=c1nc(-c2ccccc2)n(Cc2ccccc2)c2c1CCCC2	0%
O=C(CC1Sc2ccc(C(F)(F)F)cc2NC1=O)Nc1ccccc1 (stereo not drawn)	0%
O=C(/C=C/c1ccc([N+](=O)[O-])cc1)Nc1ccc(S(=O)(=O)N2CCOCC2)cc1	10%
N#CC(=C1CCCCC1)c1nc(-c2ccc([N+](=O)[O-])cc2)cs1	18%
CCOc1cc(C2NC(=O)N(C)C(C)=C2C(=O)OC2CCCC2)cc(Br)c1O (stereo not drawn)	17%
O=C(Nc1ccc(-c2nc3cc(Cl)cc(Cl)c3o2)cc1)c1ccc2c(c1)OCCO2	58%*
Clc1cccc(OCCOCCN2CCOCC2)c1Cl	5%
CCSCCOC(=O)C1=C(C)NC2=C(C(=O)CC(C)(C)C2)C1c1ccc(O)c(OC)c1 (stereo not drawn)	0%
CC(=O)C1=C(C)NC(SCC(=O)c2cc3ccccc3oc2=O)=C(C#N)C1c1ccccc1 (stereo not drawn)	9%
CC(C)C(NC(=O)/C=C/c1ccc(F)cc1)C(C)C	14%
COc1cc(C(=O)NC(=S)Nc2ccccc2F)cc(OC)c1OC	5%
Cc1ccc(-c2ccc(OCC(=O)Nc3ccc(S(=O)(=O)Nc4onc(C)c4C)cc3)cc2)cc1	12%
Cc1c(C(c2cc([N+](=O)[O-])cc([N+](=O)[O-])c2O)c2c(C)n(C)n(-c3ccccc3)c2=O)c(=O)n(-c2ccccc2)n1C	7%

Going on with the list:
SMILES	RNase H inhibition
Cc1cc2c(cc1C)N(C(=O)CSc1ncn[nH]1)C(C)(C)c1ssc(=S)c1-2	4%
Cc1[nH]n(-c2ccccc2)c(=O)c1/C=N/NC(N)=S	5%
Cc1ccc(-c2nnc(NC(=O)c3ccccc3C)s2)cc1	14%
Cc1ccc(/C=C2\SC(=S)N(CCS(=O)(=O)O)C2=O)cc1	15%
CC(C)(C)C1(O)CC(=O)C(=O)NN1c1ccccc1 (stereo not drawn)	0%
O=S(=O)(NC1CCCCCC1)c1cc(Cl)ccc1Cl	3%
N#C/C(=C\c1ccccc1)C(=O)Nc1nccs1	13%
CCOC(=O)N/N=C(/C)c1ccc2ccccc2c1	15%
COC(=O)CNC(c1ccccc1)c1cc(Br)ccc1NS(=O)(=O)c1ccccc1 (stereo not drawn)	13%
Cc1cc(OCC(=O)NC2CCCCCCC2)ccc1Br	16%
Cc1sc(NC(=O)c2cccnc2)nc1-c1ccccc1	15%
O=C(COc1ccc(OCc2ccccc2)cc1)N/N=C/c1ccccc1O	0%
COC1C(C)=C(c2ccccc2F)C(=O)N1Cc1ccccc1 (stereo not drawn)	2%
Cc1cc(C)c(NC(=O)C2CCCN2CCCO)c(C)c1 (stereo not drawn)	10%
CCN1C(=O)/C(=C\c2cc(Cl)ccc2O)SC1=S	16%
CC(=O)c1ccc2c3c(onc13)-c1ccccc1C2=O	5%
CCOc1cc(C(=O)Nc2ccc(Cl)c(Cl)c2)cc(OCC)c1OCC	10%
CCCCOC(=O)Nc1cccc(Cl)c1C	12%
O=C(NN1C(=O)c2ccccc2C1=O)c1cccc(Br)c1	22%
O=C(COC(=O)c1ccc(S(=O)(=O)NCc2ccco2)cc1)c1ccc(Cl)cc1	6%
COc1cccc(C2C(C(=O)Nc3ccccc3)=C(C)N=c3s/c(=C\c4ccc(N5CCOCC5)o4)c(=O)n32)c1 (stereo not drawn)	11%
COc1cc(C(c2c(C)n(C)n(-c3ccccc3)c2=O)c2c(C)n(C)n(-c3ccccc3)c2=O)cc(OC)c1O	4%
O=C1/C(=C\c2ccc(F)cc2)SC(=S)N1Cc1ccccc1	10%
CC1CN(C)C(C)CC1OC(=O)c1ccccc1Cl (stereo not drawn)	8%
COc1ccc(NC(=O)CN(c2cccc(Br)c2)S(=O)(=O)c2ccccc2)cc1	8%

Structural class, those above with a nitro group on carbon
SMILES	RNase H inhibition
COc1ccc(Cc2cnc(NC(=O)c3cccc([N+](=O)[O-])c3)s2)cc1	7%
O=C(CCc1ccc(Oc2cc([N+](=O)[O-])cc([N+](=O)[O-])c2)cc1)N1CCN(c2ccccc2)CC1	3%
O=[N+]([O-])c1ccc(N2CCN(Cc3ccc(-c4ccccc4)cc3)CC2)cc1	2%
O=C(/C=C/c1ccc([N+](=O)[O-])cc1)Nc1ccc(S(=O)(=O)N2CCOCC2)cc1	10%
N#CC(=C1CCCCC1)c1nc(-c2ccc([N+](=O)[O-])cc2)cs1	18%
Cc1c(C(c2cc([N+](=O)[O-])cc([N+](=O)[O-])c2O)c2c(C)n(C)n(-c3ccccc3)c2=O)c(=O)n(-c2ccccc2)n1C	7%

The results go on:
SMILES	RNase H inhibition
O=C(Nc1cccnc1)c1ccccc1[N+](=O)[O-]	5%
COc1ccc(Cl)cc1NC(=O)c1cccc(N(C)C)c1	16%
Cc1cccc(OCC(=O)Nc2ccccc2Cl)c1C	6%
COc1cccc(C2C(C(=O)OC3CCCCC3)=C(C)NC3=C2C(=O)CC(c2ccccc2)C3)c1OC (stereo not drawn)	0%
OCc1nc2ccccc2n1Cc1ccc2ccccc2c1	10%
CSc1ccccc1N=Cc1cc(Cl)ccc1O	7%
O=C(NCc1ccccn1)c1ccc2c(c1)OCO2	0%
COc1cc(C(=O)NC(=S)Nc2ccccc2)cc(OC)c1OC	10%
O=C(/C=C/c1ccccc1)C1=C(O)C(=O)N(c2ccc(I)cc2)C1c1ccccc1[N+](=O)[O-] (stereo not drawn)	12%
Cc1cc(/C=N/O)c(C)n1-c1ccccc1	20%
Cc1nn2c3ccccc3nc2n1CCN1CCOCC1	2%
CNC(=S)NCCc1c[nH]c2ccc(OC)cc12	15%
CC(/C=C/c1ccc(F)cc1)=N/Nc1ccc([N+](=O)[O-])cc1	8%
COC(=O)c1ccc(-n2c(C)cc(C=C3C(=O)N(C)C(=O)N(C)C3=O)c2C)cc1	10%
COc1cccc(N2C(=O)c3ccc4c5c(ccc(c35)C2=O)C(=O)N(c2cccc(OC)c2)C4=O)c1	8%
C=CCc1ccc(OCCOCCOc2c(C)cc(Cl)cc2Cl)c(OC)c1	13%
CCOC(=O)c1sc(NC(=O)COc2cc(C)ccc2C(C)C)c(C(=O)OCC)c1C	7%
CC1=C(C(=O)OCC(C)C)C(c2cc([N+](=O)[O-])ccc2Cl)C2=C(CCCC2=O)N1 (stereo not drawn)	13%
CCOc1cc(/C=N/N=C(N)N)ccc1OCc1ccccc1	16%
COc1cc([N+](=O)[O-])cc2c1NC(c1ccc(Cl)cc1)C1CC=CC21 (stereo not drawn)	16%
COc1cc(OC)cc(C(=O)NC2CC2)c1	9%
Cc1cc(C)cc(NS(=O)(=O)c2ccc3ccccc3c2)c1	14%
COc1cc(/C=C2\C(=O)NC(=S)N(c3ccc(Cl)cc3Cl)C2=O)cc(Br)c1O	28%
O=C(NC(=S)Nc1ccc2oc(-c3ccccc3Cl)nc2c1)c1ccccc1F	17%
C=C(C)Cn1c(-c2ccc([N+](=O)[O-])cc2)n[nH]c1=S	4%

Four compounds drawn at random from those above, as already listed:
SMILES	RNase H inhibition
CSc1ccccc1N=Cc1cc(Cl)ccc1O	7%
OCc1nc2ccccc2n1Cc1ccc2ccccc2c1	10%
C=CCc1ccc(OCCOCCOc2c(C)cc(Cl)cc2Cl)c(OC)c1	13%
COc1cc(/C=C2\C(=O)NC(=S)N(c3ccc(Cl)cc3Cl)C2=O)cc(Br)c1O	28%

(continued)
SMILES	RNase H inhibition
CC(=O)Nc1nnc(COc2ccccc2)s1	18%
COc1ccc(/C=C2\C(=O)N(c3cccc(C(=O)O)c3)N=C2C)cc1	15%
CCCCC(O)(CCCC)c1ccccc1O	3%
O=C1/C(=C/c2cccnc2)Sc2ccccc21	14%
CC(C)c1c(O)nc(SCC(=O)O)[nH]c1=O	11%
O=C(O)CCCN1C(=O)/C(=C\c2cccc(O)c2)SC1=S	14%
CNC(=O)/C(C#N)=C/c1ccc([N+](=O)[O-])o1	0%
COc1ccc(CN2CCN(Cc3cccc([N+](=O)[O-])c3)CC2)cc1	6%
CC(=O)N1CCc2c([nH]c3ccccc23)C1c1cccc(C)c1 (stereo not drawn)	15%
C=C(C)[C@@H]1CC=C(CN2CCN(c3ccccn3)CC2)CC1	10%
O=C1C2C3c4ccccc4C(c4ccccc43)C2C(=O)N1c1ccc(Br)cn1 (stereo not drawn)	6%
CC(C)c1ccc(-c2csc(N)n2)cc1	2%
CSc1nnc2c(n1)OC(c1ccccn1)Nc1ccc(Br)cc1-2 (stereo not drawn)	5%
O=C(COc1ccc([N+](=O)[O-])cc1)NNC(=O)Nc1ccccc1	4%
CCOCCOC(=O)C1=C(C)NC2=C(C(=O)CC(c3ccc(Cl)cc3)C2)C1c1ccc(OCC)cc1 (stereo not drawn)	21%
O=C(N/N=C/c1cccs1)/C(=C/C=C/c1ccccc1)NC(=O)c1ccccc1	28%
COc1cc2c(cc1OC)C(SC)=NC1(CCCC1)C2	5%
COc1ccc(C(=O)Nc2cc(Cl)ccc2Cl)cc1NC(=O)COc1ccc(F)cc1	17%
CC(C)C(=O)Oc1cc(OC(=O)C(C)C)c2ccccc2c1	2%
COc1ccc(C(=O)NC(Nc2ccccc2)C(Cl)(Cl)Cl)cc1 (stereo not drawn)	14%
Nc1nc(O/N=C/c2ccc([N+](=O)[O-])cc2)nc(N2CCOCC2)n1	8%
COc1ccccc1OCCOCCOc1ccc(C)cc1	0%
COc1ccc2c(c1)c(=O)oc1c(C)c(OCC(=O)OCc3ccccc3)ccc12	8%
CCc1ccc(OCCOCCOc2ccc(C)cc2OC)cc1	4%
O=C(COc1ccccc1)NCC1CCCO1 (stereo not drawn)	2%

Following part
SMILES	RNase H inhibition
Cc1ccc(OCC(=O)Nc2ccc(-c3nc4ccccc4s3)c(O)c2)c(C)c1	39%
CN1C(N)=NC(=O)/C1=C/c1cc(Br)c(O)c(Br)c1	18%
COc1ccc(C(=O)Nc2ccc(Cl)c(C(F)(F)F)c2)cc1	0%
Cc1cc(C)n(-c2cc(NCc3ccccc3)nc(-c3ccccc3)n2)n1	22%
Cn1nnc2c[n+](CC(=O)c3ccc(Br)cc3)ccc21	5%
Cc1ccnc(NC(c2ccc(O)cc2)c2ccc3ccc(C)nc3c2O)c1 (stereo not drawn)	33%
CC(C)N1C(=O)/C(=C/c2ccc(Cl)cc2)SC1=S	20%
Cc1cc(C)c2[nH]c(O)c(N=NC(N)=S)c2c1	20%
O=C(Nc1c(Cl)cccc1Cl)c1cccc([N+](=O)[O-])c1	12%
O=S(=O)(c1ccccc1C(O)(c1ccccc1)c1ccccc1)c1ccccc1C(O)(c1ccccc1)c1ccccc1	18%
COc1ccc(NC(=S)NCc2ccc(F)cc2)cc1	3%
CC1CCc2c(sc(NC(=O)/C=C/c3ccc4c(c3)OCO4)c2C(N)=O)C1 (stereo not drawn)	6%
CCOc1cc(C=C2C(=O)N(C)C(=S)N(C)C2=O)ccc1OCc1ccccc1	5%
Cc1nn(-c2ccccc2)c2c1C(c1ccncc1)C(C#N)=C(N)O2 (stereo not drawn)	9%
COc1ccc(N(CC(=O)Nc2ccc3ccccc3c2)S(=O)(=O)c2ccc(C)cc2)cc1	7%
CC(C)NCC(O)COc1ccccc1C(C)(C)C (stereo not drawn)	1%
C(=N\Nc1ccccc1)/c1cn(Cc2ccccc2)c2ccccc12	9%
COc1ccc(/C=C/C(=O)n2cc(C)nc2C)cc1OC	5%
COc1cc(/C=C/c2ccc3cccc(O)c3n2)c(Cl)cc1O	12%
COc1cc(/C=C(\NC(=O)c2ccccc2)C(=O)Nc2cccc(C)c2)ccc1OC(C)=O	19%
COc1ccc(C2=C/C(=C\c3ccc4c(c3)OCO4)C(=O)O2)cc1	3%
Cc1ccc(NC(=O)c2ccn(C(=O)c3cccc(I)c3)n2)c(C)c1	0%
C=CCN1C(=O)/C(=C\c2ccccc2C)SC1=S	39%
O=C(O)c1cc(NC(=O)c2ccc([N+](=O)[O-])c(Cl)c2)cc(C(=O)O)c1	8%
Cc1ccsc1/C=C1\SC(=S)N(C(C)C)C1=O	3%

(continued)
SMILES	RNase H inhibition
CC(=O)OC1(C#CCN2CCCC2)CCCCC1	9%
O=C1N(Cc2cccc3ccccc23)c2ccccc2C1(c1ccc(O)cc1)c1ccc(O)cc1	30%
Cc1cccc(OCCN2CCCCC2)c1	0%
COc1ccc(/C=C2\C(=O)NC(=O)N(c3ccc(Br)c(C)c3)C2=O)cc1	9%
CCOc1ccc(NC(=O)c2ccc(Cl)cc2Cl)cc1	10%
O=C1NC(=S)/C(=C\c2ccc(-c3ccc([N+](=O)[O-])cc3)o2)S1	29%
O=c1cc(C(F)F)oc2c1ccc1ccccc12	4%

A second format for 3 compounds above:
> COc1cc([N+](=O)[O-])cc2c1NC(c1ccc(Cl)cc1)C1CC=CC21 (stereo not drawn)
  RNase H inhibition: 16%
> COc1cccc(C2C(C(=O)OC3CCCCC3)=C(C)NC3=C2C(=O)CC(c2ccccc2)C3)c1OC (stereo not drawn)
  RNase H inhibition: 0%
> CC(C)NCC(O)COc1ccccc1C(C)(C)C (stereo not drawn)
  RNase H inhibition: 1%
